Assay outcomes: PubChem, several laboratories
HTR5A inv ag = HTR5A inverse agonists in luminescence cell assay, primary screen, counter-screen for OPRM1-OPRD1 heterodimer inverse agonist project, full-deck HTS; HTR5A cell line, inverse agonism; 0.083% of 340,000 active; AID 504634, 2011; 5-hydroxytryptamine receptor 5A (Homo sapiens), P47898; inhibition, % at 9.3 µM; in the data active means inhibition mostly above about 23%, no sharp cut-off; inactive means mostly below about 18%;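 further: 0% = cells with DMSO and 100% = no-cell wells with DMSO; some compounds called inactive have numbers as strong as hits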
Target sequence (P47898 whole entry, looked up): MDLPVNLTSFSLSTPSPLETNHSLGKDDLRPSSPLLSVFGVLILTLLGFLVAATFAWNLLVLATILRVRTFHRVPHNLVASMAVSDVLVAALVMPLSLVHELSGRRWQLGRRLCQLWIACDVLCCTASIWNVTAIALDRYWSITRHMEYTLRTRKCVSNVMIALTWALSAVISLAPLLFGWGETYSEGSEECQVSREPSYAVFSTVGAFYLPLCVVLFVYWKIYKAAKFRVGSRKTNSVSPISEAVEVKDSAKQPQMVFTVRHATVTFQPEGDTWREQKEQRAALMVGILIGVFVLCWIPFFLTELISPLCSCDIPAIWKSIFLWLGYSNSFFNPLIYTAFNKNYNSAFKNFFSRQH
HTR5A ag = HTR5A agonists in luminescence cell assay, primary screen, counter-screen for OPRM1-OPRD1 heterodimer agonist project, full-deck HTS; 5-hydroxytryptamine receptor 5A (Homo sapiens), P47898; cell-based; activation, % at 9.3 µM; 0.61% of 340,000 active; AID 504692, 2011; in the data active means activation mostly above about 9.5%, no sharp cut-off; inactive means mostly below about 7.6%;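 further: 0% = cells with vehicle only and 100% = reference agonist; strong numbers were not always called active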
PKA-R1A activ = activators of PKA-R1A holoenzyme, primary screen, biochemical, fluorescence polarization, Cy5-IP20, bovine R1A, mouse PKAc. 0.083% of 340,000 active. PKA-R1A dissociation; scaled: DMSO 0%, 113 µM cGMP 100%. activation, % at 11.4 µM. cAMP-dependent protein kinase type I-alpha regulatory subunit (Bos taurus) + …;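 active means percent activation above the mean of all tested compounds plus 3 SD, cut at about 19% in these data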;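 further: higher means more PKAc released from R1A so a rise in polarization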
MOR-DOR inv ag = inverse agonists of MOR-DOR heterodimerization, primary screen, cell-based, luminescence; Mu-type opioid receptor (Homo sapiens) + Delta-type opioid receptor (Homo sapiens), …; cell-based MOR-DOR heterodimer luminescence, inverse agonism; inhibition, % at 9.3 µM; 0.21% of 340,000 active; AID 504357, 2011; in the data active means inhibition above about 22%, passing the limit was not always enough;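 further: 0% = cells with DMSO and 100% = wells without cells with DMSO; values of inactives mirror those of a sister screen read the other way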
V-ATPase pHluor = regulators of yeast V-ATPase proton pumping, primary screen, pHLuorin cytosolic pH fluorescence | S. cerevisiae | response, % at 10 µM | 0.37% of 350,000 active; in the data active means response mostly above about 7.3%, no sharp cut-off; inactive means mostly below about 5.4%; further: actives read high; inactives centre near 0; some compounds called inactive have numbers as strong as hits; reference of the scale not given here
Pemphigus Ab inh = inhibitors of pemphigus antibody binding to DSG3, primary screen, biochemical, bead-based, flow cytometry, scFv-GFP; Desmoglein-3 (Homo sapiens), P32926; DSG3-coupled beads, scFv-anti-DSG3-GFP binding; active compounds read low; binding (percent of control), % at 10 µM; 0.48% of 310,000 active; AID 588358, 2011;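 active means binding more than 3 SD below its plate's average and above zero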;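 further: hits lower antibody fragment binding to DSG3; some compounds called inactive have numbers as strong as hits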
MOR-DOR ag = agonists of OPRM1-OPRD1 heterodimerization, primary screen, cell-based, luminescence; Mu-type opioid receptor (Homo sapiens) + Delta-type opioid receptor (Homo sapiens), …; cells; activation, % at 9.3 µM; 0.3% of 340,000 active; in the data active means activation above about 18%;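 further: 0% = vehicle-treated cells and 100% = reference agonist; values of inactives mirror those of a sister screen read the other way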
Arr AP2 block = inhibitors of beta-arrestin/AP2 binding, primary screen, biochemical, GPCR trafficking, flow cytometry | FITC-arrestin peptide / GST-AP2 beads; AP2 beta2 appendage carries R879A mutation | inhibition, % at 10 µM | 0.31% of 340,000 active | AID 504490, 2011;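 active means inhibition above a set limit, near 3 SD of compounds lacking own fluorescence, cut at about 54% in these data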;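 further: plate controls were DMSO wells for no effect and 5 µM unlabelled arrestin peptide for full effect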
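Material – GST-tagged AP2 beta2-adaptin appendage (R879A) on 4 µm glutathione beads · Probe or stimulus – fluorescein-tagged arrestin peptide at 50 nM final · Timing – 12 min plus 1 h, RT · Detection – bead flow cytometry, FITC channel · Read-out basis – inhibition as reduced fluorescein signal on beads, percent · Medium – PBS plus Tween 20 (0.05%) and BSA (0.1%)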
PKA-R2B activ = activators of PKA-R2B holoenzyme, primary screen, biochemical, fluorescence polarization, Cy5-IP20, human; activation, % at 11.4 µM; 0.079% of 340,000 active; PKA-R2B holoenzyme dissociation; R2B truncated from residue 108, S112A mutant; 0% DMSO only, 100% 113 µM cGMP; cAMP-dependent protein kinase catalytic subunit beta (Homo sapiens) + cAMP-dependent …;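 active means activation above a cutoff set at the mean over all compounds plus 3 SD, cut at about 18% in these data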;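 further: higher means more holoenzyme dissociation and a rise in polarization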
DAGLB inhibitor = DAGLB lipase inhibitors, primary screen, biochemical, fluorescence, HTS; Diacylglycerol lipase-beta (Homo sapiens), Q8NCG7; HEK293T DAGLB membrane lysate, EnzChek fluorogenic substrate; inhibition, % at 5.17 µM; 0.059% of 340,000 active; AID 504411, 2011; in the data active means inhibition above about 34%;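 further: 0% = enzyme with vehicle and 100% = wells lacking enzyme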
Target sequence (Q8NCG7 whole entry, looked up): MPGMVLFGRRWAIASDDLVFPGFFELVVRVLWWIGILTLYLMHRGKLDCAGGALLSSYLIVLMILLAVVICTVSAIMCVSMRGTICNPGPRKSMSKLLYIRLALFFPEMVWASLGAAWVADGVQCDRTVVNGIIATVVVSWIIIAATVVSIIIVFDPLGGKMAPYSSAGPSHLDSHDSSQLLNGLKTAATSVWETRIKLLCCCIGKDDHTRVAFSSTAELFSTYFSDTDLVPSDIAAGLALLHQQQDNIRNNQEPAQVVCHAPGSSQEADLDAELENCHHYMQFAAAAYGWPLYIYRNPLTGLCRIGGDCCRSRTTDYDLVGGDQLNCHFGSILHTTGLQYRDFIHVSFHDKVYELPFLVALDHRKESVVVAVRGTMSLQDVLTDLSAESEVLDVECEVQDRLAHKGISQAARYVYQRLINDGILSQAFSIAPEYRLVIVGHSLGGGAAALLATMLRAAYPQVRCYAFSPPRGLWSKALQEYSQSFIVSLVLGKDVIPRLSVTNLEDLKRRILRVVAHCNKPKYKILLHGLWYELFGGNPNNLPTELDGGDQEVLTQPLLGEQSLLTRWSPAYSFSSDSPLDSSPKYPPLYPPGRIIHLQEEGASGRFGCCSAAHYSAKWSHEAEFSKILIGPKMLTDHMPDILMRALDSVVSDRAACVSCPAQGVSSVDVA
Starred values were filed as active, the others as inactive; . = no result given.

SMILES | HTR5A inv ag | HTR5A ag | PKA-R1A activ | MOR-DOR inv ag | V-ATPase pHluor | Pemphigus Ab inh | MOR-DOR ag | Arr AP2 block | PKA-R2B activ | DAGLB inhibitor
COCc1cc(CNC(=O)C2CCC(=O)N(Cc3ccccc3OC)C2)[nH]n1 (configuration not stated) | -9 | 2 | 3 | 1 | 7 | 99 | -0.1 | 24 | 0 | 0
Cc1c(C(=O)c2cccc([N+](=O)[O-])c2)c2ccccn2c1CCC#N | 1 | -2 | -23 | 14 | 0 | 98 | -2.6 | -9 | -6 | 2
O=C(NCCn1cccn1)C1CCC(=O)N(CCc2ccc(Cl)cc2)C1 (configuration not stated) | 11 | -3 | -7 | 9 | 1 | 102 | -1.7 | -2 | 7 | 3
COC(=O)c1c(C(=O)OC)c(-c2cccc(C)c2)n2c1CS(=O)C2 (configuration not stated) | 0 | 0 | 3 | 1 | 0 | 95 | -0.1 | 15 | -1 | 2
CCCc1nn2c(=O)cc(CSCC(=O)Nc3nnc(C(C)C)s3)nc2s1 | -19 | 3 | -1 | 12 | 2 | 106 | -2.2 | -1 | -9 | 2
O=C(Nc1ccccc1-c1ccccc1)NC1CCN(C(=O)N2CCOCC2)CC1 | -7 | -3 | 12 | 13 | -1 | 104 | -2.4 | 3 | 5 | -2
O=C(CSc1nc(=O)[nH]c2c1CCCC2)Nc1ccc(F)cc1F | -8 | 3 | -7 | 1 | 6 | -4 | -0.2 | -6 | -15 | -3
O=C(CCC1CCCC1)Nc1cc(C(F)(F)F)ccc1N1CCOCC1 | -1 | -8 | -5 | -34 | 2 | 98 | 5.4 | 40 | -2 | -8
CCOC(=O)C(CC)Sc1nc2c(cnn2-c2ccc(F)cc2)c(=O)[nH]1 (configuration not stated) | -4 | 1 | -7 | 3 | 3 | 97 | -0.6 | 1 | 3 | 6
COc1ccc(Cl)cc1NC(=O)/C=C\C(=O)O | 15 | -5 | 4 | -1 | 0 | 99 | 0.2 | -4 | 2 | 0
Cc1ccc(S(=O)(=O)c2cc3c(=O)n4ccccc4nc3n(CC3CCCO3)c2=N)cc1C (configuration not stated) | 17 | -5 | -2 | 1 | -1 | 99 | -0.1 | 10 | 4 | -1
Cc1cc(C)c(NC(=O)CN(C)CC(=O)N(C)CC(=O)Nc2c(Cl)cccc2Cl)c(C)c1 | 0 | 0 | -2 | 6 | 4 | 105 | -1.5 | -9 | 4 | -1
O=C(CCc1ccccn1)N1CCCC(CNS(=O)(=O)c2cccs2)C1 (configuration not stated) | 3 | 10 | 0 | 1 | -3 | 102 | -0.2 | 30 | -6 | 2
COc1ccc(S(=O)(=O)N2CCCCC2)cc1NC(=O)c1ccc2ccccc2n1 | -2 | 1 | -1 | 9 | 1 | 108 | -1.6 | 8 | 3 | -4
Cc1ccc(Nc2nc(C(=O)N3CCC(C(=O)NCc4ccccc4)CC3)cs2)cc1 | -1 | 0 | -10 | -11 | -2 | 106 | 1.3 | 29 | -2 | 5
Clc1ccc(N2CCN(/N=C/c3ccncc3)CC2)cc1 | 2 | -1 | -2 | 17 | 0 | . | -3.5 | 38 | 4 | 5
CCOC(=O)C1=C(COC(=O)c2cccc(Br)c2)NC(=O)NC1C (configuration not stated) | 8 | -1 | -13 | 13 | -1 | 104 | -2.0 | -3 | -5 | 2
CCOC(=O)C1(Cc2cccc(OC)c2)CCN(Cc2cccc3c2OCO3)CC1 | 0 | 1 | 2 | -23 | 1 | 100 | 4.9 | -13 | 4 | -5
CC(C)C(NS(=O)(=O)c1ccccc1F)C(=O)N1CCc2ccccc2C1 (configuration not stated) | 1 | 0 | -8 | 3 | 0 | 94 | -0.4 | -10 | -2 | -1
CC(=O)c1cccc(OCC(=O)Nc2cc(S(=O)(=O)N3CCOCC3)ccc2N2CCCC2)c1 | -1 | 0 | -6 | 18 | 3 | 104 | -3.5 | -4 | -7 | 2

Some of these compounds in order of SMILES length, rising.
SMILES | HTR5A inv ag | HTR5A ag | PKA-R1A activ | MOR-DOR inv ag | V-ATPase pHluor | Pemphigus Ab inh | MOR-DOR ag | Arr AP2 block | PKA-R2B activ | DAGLB inhibitor
O=C(NCCn1cccn1)C1CCC(=O)N(CCc2ccc(Cl)cc2)C1 (configuration not stated) | 11 | -3 | -7 | 9 | 1 | 102 | -1.7 | -2 | 7 | 3
COCc1cc(CNC(=O)C2CCC(=O)N(Cc3ccccc3OC)C2)[nH]n1 (configuration not stated) | -9 | 2 | 3 | 1 | 7 | 99 | -0.1 | 24 | 0 | 0
CCOC(=O)C(CC)Sc1nc2c(cnn2-c2ccc(F)cc2)c(=O)[nH]1 (configuration not stated) | -4 | 1 | -7 | 3 | 3 | 97 | -0.6 | 1 | 3 | 6

Remaining list, next part
SMILES | HTR5A inv ag | HTR5A ag | PKA-R1A activ | MOR-DOR inv ag | V-ATPase pHluor | Pemphigus Ab inh | MOR-DOR ag | Arr AP2 block | PKA-R2B activ | DAGLB inhibitor
CC(C)c1c(O)nc(SCCN2CCOCC2)[nH]c1=O | 23 | -9 | -2 | -5 | 1 | 102 | 0.7 | -2 | -1 | -4
Cc1ccc(NC2CCCN(C(=O)C3CCCCC3)C2)cc1C (configuration not stated) | 22 | 3 | 1 | -6 | -5 | 105 | 1.7 | 20 | -3 | -9
CCOCCCNC(=S)N1CCN(CC)CC1 | 15 | -5 | -6 | 17 | 0 | 89 | -3.7 | 1 | -7 | 0
COC(=O)CCC(=O)OC1(C)C(=O)C=C2C=C(C3CC3)N(CCc3ccccn3)C=C2C1=O (configuration not stated) | -20 | 0 | 17 | -28 | 2 | 105 | 5.1 | 4 | 5 | 1
COc1ccc(N/C(C)=C2/C(=O)C(=O)N(CCO)C2c2ccc([N+](=O)[O-])cc2)cc1 (configuration not stated) | -13 | 7 | 1 | 13 | 1 | 116 | -2.2 | 21 | 10 | 1
Cc1cccc(OCC(=O)Nc2ccccc2N2CCN(C)CC2)c1 | -14 | -2 | 1 | 5 | -3 | 95 | -0.8 | 22 | -7 | -3
CCOC(=O)C1=C(C)Nc2nc(C)nn2C1c1ccc(OC)c(OC)c1 (configuration not stated) | -1 | 1 | 5 | 13 | 1 | 104 | -2.6 | 2 | 10 | 1
Cc1ccc(NC(=O)CN(C)C(=O)CCC(=O)N2CCOCC2)cc1 | 6 | 1 | 1 | 19 | -2 | 100 | -3.9 | 3 | -1 | 1
N#CCCN(C(=S)NC(=O)C1CCCCC1)c1ccccc1F | 11 | -3 | -4 | 16 | -1 | 86 | -3.0 | -5 | 9 | 1
COc1ccc(NC(=O)CCN2C(=O)C3CC=C(Cl)CC3C2=O)cc1 (configuration not stated) | 8 | -3 | -8 | 4 | 0 | 95 | -0.6 | -6 | -2 | -1
CCC(=O)Nc1ccc(/C(C)=N\NC(=O)c2ccc(C)s2)cc1 | -17 | 2 | -10 | 3 | 0 | 93 | -0.5 | 1 | -1 | -5
Cc1ccc(C(=O)/C=C\NCc2ccccc2)cc1 | 11 | -1 | -15 | 5 | -1 | . | -0.9 | 19 | -7 | -6
CCCCC(CC)COC(=O)CCCCC(=O)OCC(CC)CCCC (configuration not stated) | -3 | 1 | 15 | 7 | 1 | 100 | -1.3 | 1 | 6 | -2
C=CCNc1nc(Nc2ccc([N+](=O)[O-])cc2)nc(OCC)n1 | 13 | 0 | 10 | -3 | -33 | . | 0.5 | 4 | 2 | 2
CCCCN1C(=O)c2ccc(C(=O)Nc3cccc(C)c3C)cc2C1=O | 2 | -1 | -6 | 11 | 3 | 100 | -2.1 | 23 | -4 | -4
COC(=O)C1=C(C(C)=O)C(c2ccc(C(=O)OC)cc2)n2nnnc2N1 (configuration not stated) | 18 | -8 | -12 | 22 | 1 | 113 | -4.4 | 100* | -6 | 5
O=C(CNc1cccc(S(=O)(=O)N2CCCC2)c1)Nc1cccc(F)c1 | -12 | 6 | 1 | -6 | -6 | 99 | 0.9 | 4 | -7 | 1
O=C(Nc1ccc2oc(-c3ccc(F)cc3)nc2c1)c1ccccc1F | -3 | -4 | -2 | -6 | . | 101 | 0.9 | 0 | -4 | 1
CN(CCN1CCOCC1)C(=O)CC1C(=O)NCCN1Cc1ccccc1F (configuration not stated) | -1 | 0 | 1 | 11 | -1 | 120 | -2.0 | 21 | -7 | 2
COc1ccccc1N(CC(=O)NCC1CCCO1)C(=O)CNS(=O)(=O)c1ccccc1 (configuration not stated) | -1 | 0 | -9 | 11 | -2 | 93 | -2.1 | -3 | -17 | 1
COc1cccc(CNC(=S)Nc2cc(C)ccc2C)c1 | -6 | 2 | -8 | 17 | -2 | 100 | -3.3 | 10 | 11 | -2
CCCCCCCC(=O)OC(CN1CCCCCC1)CN1CCCC1=O (configuration not stated) | -5 | 6 | -9 | 5 | 0 | 103 | -0.9 | 41 | -12 | -2
CCS(=O)(=O)C1=NSC2=NC(=O)/C(=C\c3cc(C)n(-c4cccc(OC)c4)c3C)C(=N)N21 | 4 | -2 | -8 | 14 | -5 | 106 | -2.7 | -3 | 2 | 5
CCOC(=O)N1CCN(c2cc(=O)n(-c3ccccc3Cl)c(=O)[nH]2)CC1 | -30 | 11 | -19 | 14 | 4 | 99 | -2.6 | 8 | -4 | 0
Cc1ccc(C(=O)CCC(=O)OCC(=O)Nc2nnc(-c3ccccc3)o2)cc1 | -6 | 2 | 7 | 19 | 3 | 102 | -3.6 | 8 | -6 | 4
CCOc1ccc(OCCn2ccnc2)cc1 | 1 | 3 | 0 | 1 | -5 | 97 | -0.2 | 33 | 3 | -1
COc1ccc(NC(=O)CN(C)C(=O)c2cc(-c3ccco3)nc3ccccc23)cc1 | 0 | 0 | 8 | 1 | 1 | 92 | -0.1 | 2 | -1 | 2
O=C(c1ccc(-n2cccc2)cc1)N1CCN(Cc2ccccc2)CC1 | -8 | 3 | -11 | 3 | 5 | 101 | -0.6 | 39 | 0 | 1
CC(=O)c1ccc(OCc2ccc(Oc3c(Cl)cccc3[N+](=O)[O-])cc2)cc1 | 2 | 0 | -14 | 27 | 1 | 92 | -5.9 | -9 | 4 | -4
Cc1ccc(NCC(=O)N/N=C/c2ccc(-c3cccc(C(F)(F)F)c3)o2)cc1 | -7 | -1 | -2 | -23 | 1 | 95 | 3.8 | 3 | -10 | -2
CC(=O)c1ccc(Nc2c([N+](=O)[O-])ccc3nonc23)cc1 | 6 | -1 | 7 | -12 | -4 | 102 | 2.5 | -7 | 5 | 8
